Bioassay records as filed in PubChem BioAssay.
PP5 inh – PP5 phosphatase inhibitors, primary screen, biochemical, fluorescence; purified PP5c, OMFP substrate fluorescence; inhibition, % at 6.7 µM; 320,000 tested, 0.18% active; AID 1987, 2009;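 active means inhibition above the campaign's mean inhibition across all tested compounds plus 3 SD, cut at about 9.5% in these data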;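 further: 0% = DMSO only and 100% = 100 µM cantharidin control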
Target sequence (P53041 whole entry, looked up): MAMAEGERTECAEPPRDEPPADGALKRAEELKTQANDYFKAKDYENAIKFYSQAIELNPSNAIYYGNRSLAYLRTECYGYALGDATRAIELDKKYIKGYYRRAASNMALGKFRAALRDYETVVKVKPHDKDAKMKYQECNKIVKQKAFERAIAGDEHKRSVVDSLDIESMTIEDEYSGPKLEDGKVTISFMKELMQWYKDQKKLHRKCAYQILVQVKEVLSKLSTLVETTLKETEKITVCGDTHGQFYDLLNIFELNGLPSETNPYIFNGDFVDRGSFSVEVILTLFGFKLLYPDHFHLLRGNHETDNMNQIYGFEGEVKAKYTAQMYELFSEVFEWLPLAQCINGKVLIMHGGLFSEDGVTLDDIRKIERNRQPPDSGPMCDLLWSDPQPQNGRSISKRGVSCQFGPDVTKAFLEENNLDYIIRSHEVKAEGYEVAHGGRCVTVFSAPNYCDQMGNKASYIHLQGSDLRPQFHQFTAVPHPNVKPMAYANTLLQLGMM
Fh CTSL1 inh – Fasciola hepatica cathepsin L1 inhibitors, primary screen, counter-screen for PFM18AAP inhibitor project, biochemical, QFRET, fluorogenic peptide substrate | recombinant F. hepatica cathepsin L1, Z-Leu-Arg-MCA fluorescence | inhibition, % at 5.96 µM | 300,000 tested, 0.49% active | AID 1906, 2009;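 active means inhibition above the mean of all tested compounds plus 3 SD, set per screening campaign, cut at about 17% in these data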;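 further: 0% = plate median of test compound wells and 100% = 1 µM Z-Phe-Ala-diazomethylketone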
EBNA-1 inhibitor – EBNA-1 DNA-binding inhibitors, primary screen, biochemical, fluorescence polarization. inhibition, % at 14.8 µM. 300,000 tested, 0.34% active; in the data active means inhibition above about 28%
HCV core dimer – inhibitors of HCV core protein dimerization, primary screen, biochemical, TR-FRET, high-throughput | AID 1899, 2009 | 300,000 tested, 0.33% active | TR-FRET GST/Flag-core106 dimerization, 1536-well | inhibition, % at 5 µM;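 active means inhibition above the mean of all tested compounds plus 3 SD, set per screening campaign, cut at about 45% in these data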
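Assay system – GST-tagged and Flag-tagged HCV core protein residues 1-106 · Quantity – core106 proteins, GST 13.5 nM and Flag 17 nM · Benchmarks – unlabelled core106 and no-GST-core106 wells · Read-out basis – percent inhibition of core106 dimerization signal · Detection – time-resolved FRET, ex 340 nm, em 617 and 671 nm · Schedule – 4 h at 22.5 °C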
ZTA counter – counter-screen for EBNA-1 inhibitors: inhibitors of Epstein-Barr virus ZTA; P03206; ZTA-DNA binding, fluorescence polarization; inhibition, % at 11 µM; 320,000 tested, 0.15% active; AID 2234; in the data active means inhibition above about 33%
Target sequence (P03206 whole entry, looked up): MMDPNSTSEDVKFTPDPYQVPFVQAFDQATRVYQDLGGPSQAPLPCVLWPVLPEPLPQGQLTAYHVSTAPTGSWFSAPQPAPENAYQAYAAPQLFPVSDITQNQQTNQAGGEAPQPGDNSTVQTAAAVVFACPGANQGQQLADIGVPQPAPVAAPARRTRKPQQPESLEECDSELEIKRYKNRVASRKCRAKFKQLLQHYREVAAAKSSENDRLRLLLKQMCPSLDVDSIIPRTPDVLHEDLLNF
TPT1 inhibitor – Candida albicans TPT1 enzyme inhibitors, primary screen, biochemical, fluorescence polarization. AID 1962, 2009. 300,000 tested, 0.81% active. tRNA 2'-phosphotransferase TPT1 (Candida albicans SC5314). inhibition, % at 5 µM. recombinant caTPT1, FP RNA substrate dephosphorylation;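 active means inhibition above the mean of all tested compounds plus 3 SD, set per screening campaign, cut at about 24% in these data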;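 further: plate controls were DMSO alone for no effect and ferristatin control at 100 nM for full effect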
PREPL inhibitor – PREPL enzyme inhibitors, primary screen, biochemical, fluorescence polarization; Prolyl endopeptidase-like (Homo sapiens), Q4J6C6; recombinant PREPL, fluorescence polarization activity-based probe; inhibition, % at 5.96 µM; 320,000 tested, 0.68% active; AID 2751, 2010; in the data active means inhibition above about 43%;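 further: 0% = enzyme with DMSO and 100% = wells lacking enzyme; many of its hits are not listed in these tables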
PP1 inh – PP1-alpha phosphatase inhibitors, primary screen, counter-screen for PP5 inhibitor project, biochemical, fluorescence, OMFP substrate, single point. 320,000 tested, 0.9% active. inhibition, % at 6.7 µM. purified PP1alpha. Serine/threonine-protein phosphatase PP1-alpha catalytic subunit (Homo sapiens), P62136;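 active means inhibition above the mean inhibition of all tested compounds plus 3 SD, computed separately for each screening campaign, cut at about 15% in these data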
Target sequence (P62136 whole entry, looked up): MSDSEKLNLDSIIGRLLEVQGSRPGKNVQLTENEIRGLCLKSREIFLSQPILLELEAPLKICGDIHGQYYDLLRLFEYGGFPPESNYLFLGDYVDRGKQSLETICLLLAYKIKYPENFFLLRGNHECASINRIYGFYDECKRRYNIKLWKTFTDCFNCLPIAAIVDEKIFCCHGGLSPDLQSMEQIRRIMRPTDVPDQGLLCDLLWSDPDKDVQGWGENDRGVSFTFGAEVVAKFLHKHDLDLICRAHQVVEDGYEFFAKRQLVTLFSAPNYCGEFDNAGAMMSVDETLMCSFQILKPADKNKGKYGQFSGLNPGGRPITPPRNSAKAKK
Efflux pump mplx – inhibitors of Candida efflux pumps in yeast, primary screen, S. cerevisiae, Nile Red, multiplex | S. cerevisiae Candida pump triplex | inhibition, % at 10 µM | AID 485275, 2010 | 330,000 tested, 0.44% active;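 active means plate passing quality check with inhibition over a set limit, or well fluorescence over plate mean plus 4 SD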;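 further: Nile Red retained in pooled yeast measured as flow cytometry median fluorescence; 0% = buffer negative control and 100% = Enniatin B positive control; higher means more Nile Red kept so more efflux inhibition; some compounds called inactive have numbers as strong as hits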
Numbers without * were called inactive; · = no result given. A portion of the library, so the mix of outcomes need not match the whole.

SMILES | PP5 inh | Fh CTSL1 inh | EBNA-1 inhibitor | HCV core dimer | ZTA counter | TPT1 inhibitor | PREPL inhibitor | PP1 inh | Efflux pump mplx
CCCCn1c(=O)c(C(=O)NCc2ccccc2)c(O)c2ccccc21 | 2.2 | -1 | 5 | -1 | 8 | 1 | -7 | 2 | 0.0
C=CCn1c(O)c(C(C)=NCCCO)c(=O)[nH]c1=O | -2.6 | -1 | 5 | -3 | 15 | 4 | 9 | -3 | -0.1
CCCN(CCC)[C@@H]1CCc2cccc(O)c2C1 | 2.5 | -3 | 10 | -11 | -6 | -2 | 13 | -3 | -0.1
CCN1CCc2ccccc2C1 | -2.7 | 6 | -6 | -8 | -8 | 0 | 9 | -3 | -0.1
CC12CCC(=O)C=C1CCC1C2CCC2(C)C(O)CCC12 (centres undefined) | 2.6 | -1 | 6 | 1 | 10 | -2 | 0 | -1 | 0.0
O=c1[nH]c(=O)n(Cc2ccc(F)cc2)c(O)c1C=NCc1cccnc1 | -0.6 | 1 | -1 | 2 | 7 | -1 | 2 | -1 | 0.0
O=C(Cn1c2c(c(-c3ccccc3Cl)cc1=O)CCC2)N1CCC2(CC1)OCCO2 | -0.4 | -2 | 6 | 5 | 8 | -2 | 5 | 0 | 0.0
CC1CN=C(Nc2ccc(F)c(Cl)c2)S1 (centres undefined) | -1.1 | -2 | 9 | 0 | 7 | -1 | -3 | -4 | 0.0
Clc1cccc(CNCCc2c[nH]c3ccccc23)c1 | 1.4 | 0 | 3 | -1 | 2 | -5 | -30 | 0 | -0.1
CC(C)(C)c1cc(C=C(C#N)C#N)cc(C(C)(C)C)c1O | 2.8 | 15 | 5 | 4 | -15 | 61* | 21 | -1 | -0.1
O=c1c(C=NCc2cccs2)c(O)n(C2CCCCC2)c(=O)n1C1CCCCC1 | -0.2 | -2 | -12 | 7 | 1 | 2 | 8 | -4 | 0.2
O=c1[nH]c(O)c(C=Nc2ccc(Cl)c(C(F)(F)F)c2)c(=O)[nH]1 | 0.5 | 3 | -3 | -13 | -9 | -1 | -9 | -1 | -0.1
COc1ccc(OC)c(NC(=O)N2C[C@H]3C[C@@H](C2)c2cccc(=O)n2C3)c1 | -1.2 | -2 | 2 | -1 | -4 | -5 | 7 | -6 | -0.1
CCCNc1oc(-c2cccc3ccccc23)nc1C#N | 0.7 | 5 | 9 | -1 | 16 | -8 | 6 | -3 | 0.1
C/C(=N\NC(=O)c1ccccc1)c1c(O)n(C2CCCCC2)c(=O)[nH]c1=O | 2.8 | 3 | -1 | 10 | 7 | -1 | 7 | 1 | 0.2

Shown as labelled records: part of the list above
compound: C/C(=N\NC(=O)c1ccccc1)c1c(O)n(C2CCCCC2)c(=O)[nH]c1=O
  PP5 inh = 2.8; Fh CTSL1 inh = 3; EBNA-1 inhibitor = -1; HCV core dimer = 10; ZTA counter = 7; TPT1 inhibitor = -1; PREPL inhibitor = 7; PP1 inh = 1; Efflux pump mplx = 0.2
compound: CCCNc1oc(-c2cccc3ccccc23)nc1C#N
  PP5 inh = 0.7; Fh CTSL1 inh = 5; EBNA-1 inhibitor = 9; HCV core dimer = -1; ZTA counter = 16; TPT1 inhibitor = -8; PREPL inhibitor = 6; PP1 inh = -3; Efflux pump mplx = 0.1
compound: O=c1[nH]c(=O)n(Cc2ccc(F)cc2)c(O)c1C=NCc1cccnc1
  PP5 inh = -0.6; Fh CTSL1 inh = 1; EBNA-1 inhibitor = -1; HCV core dimer = 2; ZTA counter = 7; TPT1 inhibitor = -1; PREPL inhibitor = 2; PP1 inh = -1; Efflux pump mplx = 0.0
compound: CCCCn1c(=O)c(C(=O)NCc2ccccc2)c(O)c2ccccc21
  PP5 inh = 2.2; Fh CTSL1 inh = -1; EBNA-1 inhibitor = 5; HCV core dimer = -1; ZTA counter = 8; TPT1 inhibitor = 1; PREPL inhibitor = -7; PP1 inh = 2; Efflux pump mplx = 0.0

(continued)
SMILES | PP5 inh | Fh CTSL1 inh | EBNA-1 inhibitor | HCV core dimer | ZTA counter | TPT1 inhibitor | PREPL inhibitor | PP1 inh | Efflux pump mplx
CN(C)P(=O)(C(Cl)=C(N1CCCCC1)N1CCCCC1)N(C)C | 1.7 | -1 | 10 | -1 | 3 | 0 | -4 | -2 | 0.0
CCN(CC)CCN=C(C)c1c(O)n(-c2ccccc2OC)c(=O)[nH]c1=O | 0.2 | 1 | 1 | -3 | -12 | 7 | 5 | -1 | -0.3
COc1cc2[nH]c(=S)n(-c3ccccc3)c(=O)c2cc1OC | 2.0 | 1 | 5 | 9 | 6 | 0 | -5 | 0 | 0.0
O=c1c2ccccc2[nH]c(=S)n1-c1cccnc1 | 0.0 | 1 | -9 | 1 | -9 | 0 | -4 | -4 | -0.1
Cc1cc(OCC(=O)N2CCC(C(=O)O)(c3ccccc3)CC2)c2c(C)c(C)c(=O)oc2c1 | 0.1 | 18* | 3 | 0 | 8 | -4 | -2 | -3 | 0.0
O=C(CN1C(=O)CCSc2ccccc21)N1CCC2(CC1)OCCO2 | 2.6 | 1 | 1 | 2 | -8 | 3 | 4 | 0 | 0.1
CCCCCn1c(=O)c(C(=O)NCc2ccco2)c(O)c2ccccc21 | -0.9 | 1 | 2 | 5 | 2 | 0 | 11 | 0 | 0.1
CC1CCN2c3nc4ccccn4c(=O)c3CC3(C(=O)N(C)C(=O)N(C)C3=O)C2C1 (centres undefined) | 0.8 | 0 | 9 | 4 | 9 | -1 | 7 | 2 | 0.2
COC(=O)c1ccc(NC(=O)NC(=O)Oc2ccccc2)cc1 | -2.0 | · | · | · | 2 | · | 6 | -1 | -0.3
O=C(c1cc([N+](=O)[O-])ccc1N1CCNCC1)N1CCOCC1 | -2.2 | 5 | 6 | 1 | 13 | 0 | 1 | -2 | 0.2
CCOC(=O)C1(c2ccccc2)CCN(CC(=O)Nc2cccc3ccccc23)CC1 | 2.7 | 1 | 7 | 8 | 7 | -1 | 11 | 4 | 0.0
O=C(N/N=C/C1C(=O)NC(=S)N(c2ccccc2)C1=O)c1cc(Br)c(O)c(Br)c1 (centres undefined) | 4.2 | 2 | -5 | -4 | 17 | 7 | 0 | 4 | 0.2
Cn1c(O)c(C(=O)c2ccccc2)c(=O)n(C)c1=O | -0.8 | -2 | 7 | -1 | 1 | 0 | -2 | -2 | 0.0
CCN(CC)CCNCc1nc2ccccc2c(=O)n1-c1ccc(F)cc1 | 2.2 | -6 | 2 | 0 | -7 | -2 | -4 | -2 | -0.3
CCOP(=O)(OCC)c1cc(CC)ccc1O | -0.8 | -3 | -5 | 0 | 2 | 1 | -3 | -3 | 0.0
O=c1c2ccccc2nc(-c2ccco2)n1-c1ccc(Br)cn1 | 1.0 | 2 | -2 | -3 | -2 | -2 | 1 | -7 | 0.1
CCOP(=O)(OCC)C(NC(=O)C(Cl)Cl)C(Cl)(Cl)Cl (centres undefined) | 0.1 | 0 | 4 | 6 | 16 | 2 | -6 | 4 | -0.1
Cc1ccc(-c2cc(-c3ccccc3)cc(-c3ccccc3)[n+]2-c2ccccc2)cc1 | -0.6 | 1 | 6 | 0 | 5 | 0 | 9 | -1 | -0.1
CC1CN(C(=O)CCC(=O)N2CCC3(CC2)OCCO3)c2cc(Cl)ccc2O1 (centres undefined) | 0.9 | -3 | -8 | -8 | 19 | 1 | 12 | 0 | 0.1
O=C(c1ccc(N2CC3CC(C2)c2cccc(=O)n2C3)c([N+](=O)[O-])c1)N1CCCC1 (centres undefined) | 2.6 | 0 | 4 | -3 | -4 | 3 | -1 | 2 | 0.2
Cc1cc(N(CCCl)CCCl)ccc1/C=N/NC(=O)c1ccco1 | 3.5 | 2 | -13 | -6 | -9 | -2 | 6 | -1 | 0.1
Cc1ccc(S(=O)(=O)Nc2cc(C(=O)N3CCC4(CC3)OCCO4)ccc2N2CCCCC2)cc1 | 3.3 | 4 | -5 | 9 | -6 | 2 | 13 | 0 | -0.1
CCOC(=O)c1ccccc1NC(=O)c1c(O)[nH]c(=O)[nH]c1=O | 0.3 | 2 | -1 | -1 | 8 | 0 | 1 | 8 | 0.0
Cn1cc(C=C(C#N)C#N)c2ccccc21 | -2.5 | 5 | 0 | 5 | 3 | 2 | 2 | -4 | 0.1
COCCCn1c(N)c(C(=O)Nc2ccccc2)c2nc3ccccc3nc21 | 1.8 | 1 | -5 | -4 | 6 | -2 | 17 | 1 | 0.0
CN(CC1COc2ccccc2O1)c1nc(-c2cccnc2)nc2ccccc12 (centres undefined) | 4.0 | 8 | -9 | 15 | -6 | 0 | -4 | 7 | 0.3
CC(=O)Nc1ccc(C(c2c(O)c3ccccc3oc2=O)c2c(C)n(C)n(-c3ccccc3)c2=O)cc1 (centres undefined) | -2.4 | -4 | -3 | -4 | -2 | -1 | 1 | -2 | 0.2
O=C1CC(=O)N(c2cccc(Br)c2)C(=O)N1 | 0.6 | 3 | 5 | 6 | -4 | 18 | -7 | 1 | 0.1
CCOc1cc(/C=C2/C(=O)NC(=O)N(c3ccc(CC)cc3)C2=O)ccc1OC(=O)c1cccs1 | 0.9 | 5 | 9 | 7 | 2 | 4 | 48* | -3 | 0.0
Cc1cccc(NC(=O)N2C[C@H]3C[C@@H](C2)c2cccc(=O)n2C3)c1 | -0.6 | -2 | 6 | -5 | 4 | 0 | 2 | 2 | -0.2
Cc1onc(-c2c(Cl)cccc2Cl)c1/C(N)=N/OC(=O)N(C)C | 0.0 | -1 | 1 | 2 | 8 | 3 | 0 | -2 | -0.1
COC(=O)C1=C(c2ccc(Cl)c(C(F)(F)F)c2)C[C@@H]2CC[C@H]1N2C(=O)NCCOc1ccccc1 | 5.3 | · | · | · | 10 | · | 15 | -1 | 0.4
O=C(CCC(=O)N1C[C@H]2C[C@@H](C1)c1cccc(=O)n1C2)NCc1ccccc1 | -0.6 | -1 | 12 | 4 | 14 | -6 | 3 | 0 | 0.0
CCOC(=O)c1cc(CC)sc1/N=C/C1C(=O)NC(=S)NC1=O | 3.2 | 1 | -7 | 2 | -3 | 22 | -13 | -2 | -0.1
C#C[C@@]1(O)CCC2C3CCC4=C/C(=N/OCC(=O)NC(C(=O)O)C(C)O)CC[C@]4(C)C3CC[C@@]21C (some centres undefined) | 1.4 | 1 | 5 | -1 | 0 | 1 | -1 | -2 | 0.0
C=CCn1c(O)c(C(C)=Nc2ccc(C(=O)OCC)cc2)c(=O)[nH]c1=O | 0.1 | -1 | 0 | 1 | 4 | 2 | 11 | 0 | 0.0
CCCOc1ccccc1NP(=O)(Oc1ccccc1)Oc1ccccc1 | 2.0 | 1 | 7 | 7 | 7 | 1 | -7 | 4 | -0.1
O=C(Nc1ccc(F)cc1)c1c(O)c2c(n(Cc3ccccc3)c1=O)CCCC2 | 2.1 | -8 | -9 | -5 | 2 | 1 | -7 | -3 | 0.2
CC(=O)N1N=C2C3CCN(CC3)C2C1c1cccc2ccccc12 (centres undefined) | -0.5 | 2 | 1 | -2 | -3 | -1 | 9 | -2 | 0.1
Fc1ccccc1CNC1CN2CCC1CC2 (centres undefined) | -1.0 | -5 | 5 | 0 | 12 | 0 | 0 | -8 | -0.1
CC(=NCCC1=CCCCC1)c1c(O)n(C)c(=O)n(C)c1=O | -1.1 | 0 | 0 | 2 | -17 | -4 | 4 | -1 | 0.0
O=C1NC(=O)N(c2ccccc2)C(=O)/C1=C\c1ccc([N+](=O)[O-])o1 | 4.0 | 1 | -2 | 2 | 42* | 16 | 8 | 5 | 0.1
